Assay outcomes (PubChem BioAssay)
Anthrax LF inh2 – anthrax lethal factor protease inhibition; P15917; multiplex microsphere protease cleavage assay, LF; inhibition, % at 10 µM; 0.12% of 360,000 active; note: plate controls were buffer without enzyme for full effect and enzyme alone for no effect
BoNT A protease – inhibitors of Botulinum neurotoxin A light chain protease. inhibition, % at 10 µM. multiplex microsphere protease substrate cleavage, flow cytometry. 0.17% of 360,000 active; note: plate controls were buffer without enzyme for full effect and enzyme alone for no effect
PrPC TRFRET – reduces human prion protein on the cell surface; AID 720596; inhibition, % at 13.8 µM; P04156; 0.43% of 370,000 active; cell surface PrPC, TR-FRET read-out; in the data active = inhibition above about 24%; note: 0% = median of the test wells and 100% = reference compound wells
FadD28 binding – blocks FadD28 binding to the bisubstrate probe. fluorescence polarization. inhibition, % at 12.5 µM. 0.22% of 360,000 active. AID 588549; in the data active = inhibition above about 8.5%, passing the limit was not always enough; inconclusive = no clear call, values can overlap the other calls
CCHFV vOTU inh – blocks the CCHF virus ovarian tumor domain protease. inhibition, % at 11.5 µM. CCHFV vOTU protease, Pep-AMC fluorescence. AID 651958. 0.55% of 370,000 active; in the data active = inhibition above about 30%; note: 0% = vehicle wells with enzyme and 100% = no enzyme wells
Y pestis TopoI – blocks Yersinia pestis topoisomerase I activity | Y. pestis Topo-I cleavage product accumulation, plate reader | activity, % at 10 µM | 0.064% of 360,000 active; in the data active = activity above about 50%, passing the limit was not always enough; inconclusive = no clear call, values can overlap the other calls; note: inactives centre near 2
BoNT-F LC inh – inhibitors of Botulinum neurotoxin F light chain protease; Multiplex microsphere protease cleavage assay, flow cytometry; inhibition, % at 10 µM; AID 588497; 0.22% of 360,000 active; in the data active = inhibition above about 35%, passing the limit was not always enough; inconclusive = no clear call, values can overlap the other calls; note: plate controls were buffer without enzyme for full effect and enzyme alone for no effect
PfHsp40 rescue – rescue of PfHsp40-mediated yeast toxicity | S. cerevisiae expressing PfHsp40, growth rescue, ATP luminescence | growth rescue, % at 12.5 µM | 0.68% of 340,000 active | AID 504582; in the data active = growth rescue above about 28%, passing the limit was not always enough; inconclusive = no clear call, values can overlap the other calls;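 note: yeast W303a lacking pdr1 and pdr3 grown in galactose medium; growth measured after three days at 30 °C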
TcdB GH inh – inhibitors of Clostridioides difficile toxin B glycohydrolase; TcdB glycohydrolase enzymatic assay, plate reader; inhibition, % at 9.99 µM; 0.24% of 350,000 active; AID 652162; P18177; in the data active = inhibition above about 10%
An asterisk follows results filed as active; ? = inconclusive; . = no result given; & = joins results of further samples. Cut-off read from the data, not from the text of the source, unless noted: active = inhibition above about 30%; inconclusive = no clear call, values can overlap the other calls; inactive = below that.

Compound	TcdB GH inh	BoNT A protease	FadD28 binding	Y pestis TopoI	Anthrax LF inh2	PfHsp40 rescue	PrPC TRFRET	BoNT-F LC inh	CCHFV vOTU inh
COc1cccc(-c2noc(Cn3nc(C)c([N+](=O)[O-])c3C)n2)c1	.	0.2	1.6	4.2	-1.3	0.3	-0.6	2.6	-10.3
O=C(CCN1C(=O)c2ccccc2C1=O)NCc1ccncc1	.	-1.3	-0.3	3.1	-1.2	0.5	-1.2	-1.4	-6.8
COc1ccccc1N1C(=O)CC1(C#N)c1ccc(OCc2ccccc2)cc1 (stereo not given)	.	-1.0	-1.9	37.6	-7.2	1.4	10.4	-8.4	6.5
O=C(NCCCc1ccc(F)cc1)C1CCC(=O)N(CCCN2CCCC2=O)C1 (stereo not given)	-0.4	1.5	-0.6	-3.6	-1.5	0.5	7.6	6.7	6.5
CC(C)OP(=O)(O)NC(=O)c1ccccc1	1.2	-1.3	-1.1	0.7	-1.6	0.7	1.2	-2.8	-2.2
CCc1cc(C(=O)OC)c(NC(=O)CC2Sc3ccc(C(F)(F)F)cc3NC2=O)s1 (stereo not given)	0.4	-0.9	0.4	-1.1	1.2	0.3	-4.2	-6.1	-13.0
Fc1cc(F)cc(NC(=S)N2CCN(c3ncccn3)CC2)c1	0.5	-0.6	-3.6	6.1	1.1	0.4	2.6	-2.6	-3.2
O=C(C1CCCCC1)N1CCN(C(=O)C2CCCCC2)CC1	0.9	?	-1.2	-7.6	-0.3	0.0	-4.8	-11.6	-0.7
COc1ccc(S(=O)(=O)Nc2ccccc2C(=O)N2CCOCC2)cc1Br	1.4	1.7	-1.1	-8.9	-0.6	-0.4	5.2	-2.5	-5.2
CC(=O)c1ccc(NC(=S)N2CCCC(C(F)(F)F)C2)cc1 (stereo not given)	0.4	0.2	-4.4	8.4	-4.6	0.0	2.0	-1.8	-2.9
C=CCNC(=O)CN1N=C(c2ccc(C)cc2)CCC1=O	-0.5	-2.7	-2.6	2.1	-5.6	1.1	3.2	16.4	5.3
O=c1cc(CSc2ccc(Cl)cc2)nc(-c2ccncc2)[nH]1	0.0	-2.9	-1.2	6.5	-3.9	0.4	5.6	-15.1	17.2
O=C(/C=C/c1ccco1)Nc1sc2c(c1C(=O)O)CCC2	6.5	-1.4	?	4.4	-4.0	-1.2	-18.6	-4.4	-1.4
Cc1onc(-c2ccccc2Cl)c1C(=O)Nc1nnc(-c2ccc(Cl)cc2Cl)s1	-0.8	-1.0	-4.0	-2.5	-3.9	-0.5	-0.2	-4.0	8.5
Cc1[nH]n(-c2ccc([N+](=O)[O-])cc2)c(=O)c1/C=N/N1CCOCC1	0.3	1.3	-0.2	3.1	-1.0	-4.5	1.0	6.7	-0.5

Continued:
Compound	TcdB GH inh	BoNT A protease	FadD28 binding	Y pestis TopoI	Anthrax LF inh2	PfHsp40 rescue	PrPC TRFRET	BoNT-F LC inh	CCHFV vOTU inh
Nc1cc(N)nc(SCC(=O)Nc2ccc3c(c2)OCO3)n1	0.8	1.0	-0.2	4.4	-1.5	-0.1	-4.9	-5.1	8.2
CC1Oc2ccccc2C=C1/C=N/NC(=O)[C@@H](C)NC(=O)OC(C)(C)C (stereo not given in full)	0.5	-0.4	-1.5	4.8	3.4	1.2	-0.9	-9.0	-12.6
CCCCN(C(=O)c1ccc(-c2ccc(Cl)cc2)o1)c1c(N)n(CC(C)C)c(=O)[nH]c1=O	2.1	-2.0	-1.8	5.1	-1.1	-1.3	3.6	8.8	-5.0
CCC(=O)NC(Nc1sc2c(c1C(=O)OC)CCCC2)(C(F)(F)F)C(F)(F)F	.	-1.2	-0.5	-4.3	5.8	0.9	-4.7	-2.1	5.1
CC(C)C(NC(=O)CNC(=O)OC(C)(C)C)C(=O)NCc1ccccc1 (stereo not given)	.	1.5	-1.6	1.5	-5.9	0.2	-5.1	8.7	-20.6
CCN(C(=O)COC(=O)c1cc(S(=O)(=O)N(C)C)ccc1Cl)C1CCS(=O)(=O)C1 (stereo not given)	-0.2	-5.9	0.6	5.4	-2.2	-0.9	-7.8	-10.6	6.1
COc1ccc(CC(=O)N2CCN(C(=O)Cc3ccc(OC)cc3)CC2)cc1	.	-5.1	-1.6	11.6	-5.2	0.0	1.1	?	8.0
CN(C)CCCNC(=O)c1ccc(-c2cc(O)c3ncccc3c2)cc1	-9.7	1.2	0.2	-9.6	-35.1	-0.6	-36.0	-80.9	0.4
CCOC(=O)c1ccc[n+](CC(=O)c2ccc(NC(=O)c3ccccc3)cc2)c1	12.4*	4.9	-2.3	-2.3	6.7	1.7	9.5	-11.9	10.2
COc1ccc(CCNC(=O)COC(=O)c2cc3ccccc3oc2=O)cc1OC	-0.4	-0.5	-2.7	2.6	-7.9	-1.3	-3.4	-2.8	-2.6
Cc1ccc(NC(=O)CN2C(=O)N/C(=C/c3cc(C)n(-c4ccc(C(=O)O)cc4)c3C)C2=O)cc1	-0.6	1.9	52.5*	4.9	-1.9	0.7	1.4	13.8	10.9
CCCCN(C(=O)C1CCCC1)C1CCS(=O)(=O)C1 (stereo not given)	0.9	0.5	-0.9	-7.3	-0.1	0.0	-4.2	3.9	5.1
O=C(NC1(Cc2ccc(O)cc2)CCCCC1)c1ccccc1	1.7	-5.7	1.6	0.0	10.2	-1.0	-3.6	?	-5.0
Cc1cc(/C=C2\SC(=O)N(C)C2=O)c(C)n1-c1ccc(O)cc1	1.0	-1.3	0.7	-3.5	-6.8	1.9	-2.3	?	6.7
COCCCNC(=S)N(Cc1cccnc1)Cc1ccc(OC)c(OC)c1	.	-0.3	0.0	-1.4	-0.2	0.9	-3.5	0.8	-8.4

The results go on.
Compound	TcdB GH inh	BoNT A protease	FadD28 binding	Y pestis TopoI	Anthrax LF inh2	PfHsp40 rescue	PrPC TRFRET	BoNT-F LC inh	CCHFV vOTU inh
CSc1nsc(SCC(=O)Nc2c(C)n(C)n(-c3ccccc3)c2=O)n1	.	2.1	1.0	-6.5	0.9	0.2	5.7	0.8	-0.8
O=C1OC2(CCCCC2)OC(=O)C1=CNc1nccs1	.	-1.2	-1.0	-6.7	5.7	-0.3	1.3	-0.2	11.1
Cc1cc(C)c(S(=O)(=O)Nc2ccc(O)cc2)cc1C	.	0.3	0.3	2.9	-4.8	0.5	.	-0.9	.
COc1ccc(-c2cc(C)no2)cc1S(=O)(=O)NCc1cccc(C)c1	0.6	-1.7	-0.3	8.4	-0.5	-0.8	11.7	-6.7	15.1
O=S(=O)(Nc1ccccc1Cl)c1cccc2nsnc12	3.9	-4.4	-0.9	-2.0	0.1	-1.7	-9.0	?	-6.3
CC(=O)Nc1cccc(OCC(=O)NS(=O)(=O)c2ccc(Cl)cc2)c1	.	-0.1	0.9	0.3	0.2	-0.3	-10.3	5.6	7.4
C[C@@H]1CN([C@H](C)CO)S(=O)(=O)c2ccc(C#Cc3ccccc3)cc2O[C@H]1CN(C)C(=O)Nc1ccc2c(c1)OCO2	0.8&-7.7&-1.9	0.2	-1.6	-4.0	-8.1	.	-2.7	-10.9	22.5
O=C(O)c1ccc(N/N=C/C2=Cc3ccccc3OC2)cc1	-0.2	0.3	?	4.0	4.4	179.2*	9.0	-6.3	14.7
CC1(C(=O)Nc2nnc(SCc3ccccc3)s2)Cc2ccccc2C(=O)O1 (stereo not given)	.	3.6	-5.0	-5.5	-7.0	-0.4	2.8	4.7	-6.8
COc1ccc(C(=O)NCC2(c3ccccc3)CCOCC2)cc1[N+](=O)[O-]	.	-0.3	1.2	-5.0	0.0	-1.4	-5.2	-4.4	-2.5
Cc1cc(=O)oc2c3c(cc(OCC(=O)N[C@@H](Cc4ccccc4)C(=O)O)c12)OC(C)(C)CC3	-4.5	0.0	0.1	10.3	-5.5	2.9	8.9	-6.4	-168.5
CC1C(=O)N(Cc2cn(Cc3ccco3)nn2)CCS(=O)(=O)N1Cc1ccc(-c2ccc(Cl)c(Cl)c2)cc1 (stereo not given)	1.1	-0.3	-1.7	-4.5	-3.3	.	-3.7	-2.2	15.3
COc1ccccc1OCC(=O)N/N=C/c1cccc2cccnc12	0.2	-7.0	-0.3	22.2	-0.4	0.1	6.7	-9.8	13.5
O=C(Nc1nnc(-c2ccccc2F)s1)Nc1ccccc1F	.	-0.3	-0.3	-2.1	0.3	-0.8	-6.7	-4.6	-0.1
CC1CCN(CC(=O)N2c3ccccc3CCc3ccccc32)CC1	.	-0.6	-1.2	11.4	-5.8	-1.4	-1.5	-1.4	-3.1

New compounds follow:
Compound	TcdB GH inh	BoNT A protease	FadD28 binding	Y pestis TopoI	Anthrax LF inh2	PfHsp40 rescue	PrPC TRFRET	BoNT-F LC inh	CCHFV vOTU inh
Cn1c2ccccc2c2cnn(CC(=O)Nc3ccccc3Br)c(=O)c21	0.3	-1.0	-1.8	11.6	-0.3	-0.1	-6.0	-2.5	10.9
CC(C)C(OC(=O)c1cccc(S(=O)(=O)NCC(F)(F)F)c1)C(=O)NC(N)=O (stereo not given)	-1.6	-0.4	-1.1	-9.2	-7.4	1.1	6.8	-0.5	11.6
Cc1ccc(N=C(NOCc2ccc(Cl)cc2Cl)c2nonc2N)c(C)c1	1.6	-1.6	-7.0	0.9	-5.0	5.2	10.4	-13.2	12.3
Cc1ccc2c(c1)N(CC(=O)NC1CCCC1)C(=O)CO2	-0.6	4.4	-2.6	4.0	-1.2	-1.4	-2.7	3.0	10.7
CSc1cccc(NC(=O)CSc2ccccc2)c1	.	-0.8	1.5	-7.8	-4.2	10.6	3.6	-13.1	23.1
Cc1cccc(-n2ccc(=O)c(C(=O)Nc3ccc(S(=O)(=O)N4CCOCC4)cc3)n2)c1	2.1	-4.2	-1.2	0.7	3.4	1.7	4.8	-5.9	3.5
COc1cc(/C=N/NC(=O)CCn2c3ccccc3c3ccccc32)cc(OC)c1OC	-5.0	-0.4	-3.7	11.9	-0.5	-1.4	7.2	0.9	16.1
CCOC(=O)C1/C(=N\O)CC(C)(O)C(C(=O)OCC)C1c1ccc(N(C)C)cc1 (stereo not given)	.	0.8	0.7	2.8	-4.1	1.6	-4.3	-0.2	-0.7
CCCCNC(=O)CN(CCc1ccccc1)S(C)(=O)=O	.	-0.5	-3.6	2.6	-1.0	0.9	1.8	1.6	-20.8
COc1ccc(CN=C(Nc2ccccc2)SC2CC(=O)NC2=O)cc1 (stereo not given)	-0.4	0.1	-0.8	20.1	-6.7	-1.1	2.0	2.1	22.9

One compound at a time, as listed above. Screens in order: TcdB GH inh | BoNT A protease | FadD28 binding | Y pestis TopoI | Anthrax LF inh2 | PfHsp40 rescue | PrPC TRFRET | BoNT-F LC inh | CCHFV vOTU inh
Listed for CCOC(=O)C1/C(=N\O)CC(C)(O)C(C(=O)OCC)C1c1ccc(N(C)C)cc1 (stereo not given) = . | 0.8 | 0.7 | 2.8 | -4.1 | 1.6 | -4.3 | -0.2 | -0.7
Listed for CC(C)C(OC(=O)c1cccc(S(=O)(=O)NCC(F)(F)F)c1)C(=O)NC(N)=O (stereo not given) = -1.6 | -0.4 | -1.1 | -9.2 | -7.4 | 1.1 | 6.8 | -0.5 | 11.6

This is a random part of the collection. About 2.3% of those tested had a hit in this group.
